Screens deposited in PubChem BioAssay by National Center for Advancing Translational Sciences (NCATS).
NPC1 promoter act – activators of NPC1 promoter; Potency, µM (titrated, usually from 9.22 µM), without a hit: top-dose activation, most hits filed as activators; 320,000 compounds, 2.4% hits; AID 485313; Huh7 NPC1 promoter luciferase reporter, 24 h;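 note: potency is the fitted concentration of half-maximal effect; % of control where 0% means no effect; nearly all actives have a fitted effect of over 60% in size; reporter is driven by a mutant NPC1 promoter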
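Luminescence read-out of NPC1 promoter-driven luciferase in stably transfected Huh7 cells; compounds delivered in DMSO and left 24 h at 37C, 5% CO2, qHTS titration format.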
Rab9 prom act – activators of Rab9 promoter | Huh7 Rab9 promoter-luciferase reporter, luminescence, 24 h | Potency, µM (titrated, usually from 9.22 µM), for the others: top-dose activation, negative = inhibition, usual class: activators | 320,000 compounds, 2.8% hits | AID 485297; note: potency is the fitted concentration of half-maximal effect; % of control where 0% means no effect; nearly all actives have a fitted effect of over 60% in size
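Luminescence from Amplite-detected luciferase (10 minutes, ambient) reports Rab9 promoter activation. Before that, stable Rab9-luciferase Huh7 cells (1500/well, reduced-serum OP-MEM I plus 10% FBS) were exposed to compound for 24 hours at 37C.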
BRCA1 expr up – BRCA1 expression activation; MCF7-BRCA1-FFLuc reporter, luminescence, 48 h; response scale: scaled: vehicle 0%, 10 µM genistein 100%; Potency, µM (highest dose often 46.1 µM), for the others: at the highest dose activation, usual class: activators; 380,000 compounds, 1.1% hits; note: potency is the fitted concentration of half-maximal effect; nearly all actives have a fitted effect of over 80% in size; some results filed as inactive show a strong effect at the top dose
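First, MCF7-BRCA1-FFLuc cells (2000/well) attach for 2 h; next, compounds are pin-added and incubated 48 h at 37 °C; finally, luciferase reagent is added and luminescence read after 15 min.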
ELG1 genotoxic – inducers of genotoxicity in HEK293T ELG1-luciferase cells; 330,000 compounds, 1.3% hits; HEK293T ELG1-luciferase reporter, luminescence, 16 h; Potency, µM (doses to about 46 µM), inactives show at the highest dose activity change, positive = activation, most hits filed as activators; note: potency is the fitted concentration of half-maximal effect; % of control where 0% means no effect; nearly all actives have a fitted effect of over 60% in size
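Reporter readout depends on ELG1 protein level, which increases with genetic stress. After 16 hr compound exposure at 37 °C, luciferase activity was quantified using ONE-Glo.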
Tb PFK inh – inhibitors of T. brucei phosphofructokinase; T. brucei PFK, ADP-Glo luminescence; Potency, µM (series often up to 57.5 µM), without a hit: at the top dose activity, negative = inhibition, hits mostly inhibitors; 330,000 compounds, 0.17% hits;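 note: potency is the fitted concentration of half-maximal effect; 0% = uninhibited 1x PFK enzyme wells and -100% = no-enzyme wells; nearly all actives have a fitted effect of over 60% in size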
Target sequence (O15648 whole entry, looked up): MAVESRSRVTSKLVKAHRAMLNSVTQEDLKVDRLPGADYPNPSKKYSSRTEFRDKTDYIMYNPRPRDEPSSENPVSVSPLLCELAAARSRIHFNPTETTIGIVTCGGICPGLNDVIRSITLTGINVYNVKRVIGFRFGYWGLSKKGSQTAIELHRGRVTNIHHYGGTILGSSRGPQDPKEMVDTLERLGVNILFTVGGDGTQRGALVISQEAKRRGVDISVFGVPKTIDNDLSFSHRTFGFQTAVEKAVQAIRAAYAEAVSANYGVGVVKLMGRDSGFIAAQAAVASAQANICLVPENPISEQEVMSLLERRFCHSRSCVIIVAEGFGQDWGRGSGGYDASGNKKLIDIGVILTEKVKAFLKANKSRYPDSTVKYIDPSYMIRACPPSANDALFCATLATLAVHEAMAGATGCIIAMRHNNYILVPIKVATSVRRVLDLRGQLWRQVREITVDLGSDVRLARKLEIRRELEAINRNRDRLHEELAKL
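Activity is normalized to no-enzyme wells (full inhibition) and 1.25 nM enzyme wells (no inhibition). Reaction: 0.5 mM F6P, 0.1 mM ATP, 45 min RT, ADP-Glo luminescence; concentration-response curves fitted and classed by quality.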
TRPV1 agonist – human TRPV1 agonism; AID 540275; Q8NER1; 320,000 compounds, 0.19% hits; activation, % at 8.33 µM; TRPV1-expressing cells, Fluo-8 calcium influx, agonist mode; in the data active = activation above about 80%; inconclusive = between about 30% and that limit; note: 0% is about no effect
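TRPV1-expressing cells were cultured overnight at 35.5C and loaded with Fluo-8 calcium dye for 40 to 90 min at room temperature. After a 10 s baseline, compound was added and calcium influx was read kinetically for 3 min (ex 480/em 520 nm).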
p53 reactivator – re-activators of mutant p53; H1299 p53-A138V BP100-luciferase reporter, luminescence, 24 h; Potency, µM (top dose mostly 92.2 µM), without a hit: at the top dose activity change, positive = activation, hits mostly activators; 320,000 compounds, 0.063% hits; AID 504706; note: potency is the fitted concentration of half-maximal effect; % of control where 0% means no effect; nearly all actives have a fitted effect of over 45% in size
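H1299 (p53-null), stable ts p53-A138V + BP100-Luc; 1000 cells/well, Opti-MEM/10% FBS; cpd 4 pt, 1:5; 24 h, 37 deg C, 5% CO2; detection reagent 10 min RT; luminescence.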
RORgamma inh – inhibitors of mouse ROR gamma transcriptional activity | P51450 | Drosophila S2 Gal4-RORgamma UAS-luciferase reporter, 20 h | Potency, µM (titrated, usually from 53.6 µM), for inactives: at the highest dose activity change, negative = inhibition, hits mostly inhibitors | 310,000 compounds, 5.4% hits; note: potency is the fitted concentration of half-maximal effect; % is set by controls: 0 for no effect and ±100 for the full control effect; nearly all actives have a fitted effect of over 60% in size
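Stable Schneider cell line, Gal4 DNA-binding domain fused to ROR gamma, UAS-luciferase. Cmpd 1 hr RT → CuSO4 700 uM final → 20 hr RT → luciferase reagent 10 min → luminescence.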
Gal4-VP16 FLuc – counter-screen for ROR gamma inhibitors: Gal4-VP16 reporter. Potency, µM (top dose mostly 53.6 µM), inactives show at the highest dose activity, negative = inhibition, usual class: inhibitors. Drosophila S2 Gal4-VP16 UAS-luciferase, luminescence, 20 h. 310,000 compounds, 3.5% hits. AID 2546;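 note: Gal4-VP16 expression switched on by copper sulfate through the metallothionein promoter; potency is the fitted concentration of half-maximal effect; % is set by controls: 0 for no effect and ±100 for the full control effect; nearly all actives have a fitted effect of over 50% in size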
ELG1 repair inh – blocks ELG1-dependent DNA repair in HEK293T cells; 330,000 compounds, 2.3% hits; HEK293T ELG1-luciferase reporter, luminescence, 16 h; DNA damage induced by 5-fluorouridine; Potency, µM (titrated, usually from 46.1 µM), for the others: top-dose activity change, negative = inhibition, most hits filed as inhibitors; note: potency is the fitted concentration of half-maximal effect; % is set by controls: 0 for no effect and ±100 for the full control effect; nearly all actives have a fitted effect of over 55% in size
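5-Fluorouridine DNA damage + compound/DMSO, 2,000 cells/well, 16 h, 37 °C/5% CO2. ONE-Glo, 30 min RT, luminescence. Readout = decrease in reporter signal.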
FLuc modulator – inhibits or activates purified firefly luciferase, miR-21 counter-screen | P08659 | purified FLuc, Km substrates, luminescence inhibition | Potency, µM (titrated, usually from 57.5 µM), without a hit: at the top dose activity change, negative = inhibition, most hits filed as inhibitors | 360,000 compounds, 6.9% hits | AID 588342;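 note: potency is the fitted concentration of half-maximal effect; plate controls were vehicle for no effect and reference inhibitor for full effect; nearly all actives have a fitted effect of over 55% in size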
Target sequence (P08659 whole entry, looked up): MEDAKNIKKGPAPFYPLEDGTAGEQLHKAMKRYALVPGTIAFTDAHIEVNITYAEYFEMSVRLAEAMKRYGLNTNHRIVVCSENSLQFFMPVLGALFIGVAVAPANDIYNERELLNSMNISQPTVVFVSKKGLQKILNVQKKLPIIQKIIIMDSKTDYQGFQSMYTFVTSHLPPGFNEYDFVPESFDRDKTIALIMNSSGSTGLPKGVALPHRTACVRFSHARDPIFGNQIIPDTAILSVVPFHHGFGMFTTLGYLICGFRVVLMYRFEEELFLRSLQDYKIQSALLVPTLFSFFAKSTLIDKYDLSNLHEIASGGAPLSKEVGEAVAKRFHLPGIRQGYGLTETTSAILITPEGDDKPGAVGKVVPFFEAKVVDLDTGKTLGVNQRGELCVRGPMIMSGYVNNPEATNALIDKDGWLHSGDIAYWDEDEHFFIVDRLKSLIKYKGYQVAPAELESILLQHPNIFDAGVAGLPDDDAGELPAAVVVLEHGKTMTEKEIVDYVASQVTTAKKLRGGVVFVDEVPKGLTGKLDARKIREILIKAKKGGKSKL
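Purified P. pyralis luciferase (10nM final) with 10uM D-luciferin and 10uM ATP (Km levels) in 50mM Tris acetate pH 7.5, 10mM Mg acetate, 0.01% Tween-20, 0.05% BSA; qHTS 6-point titration, ~60 µM downward; luminescence read.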
Active calls of the source: *; u = inconclusive; x = not tested or not shown; & = joins results of further samples; [ ] = another dose, or the depositor's remark. Unless noted, calls come from the whole dose curve; as a rule, active = well fitted curve in the direction sought with a large enough effect; inconclusive = small, poorly fitted or top-dose-only effect, or another doubt; inactive = no such curve, though single readings can be large; an effect the other way counts as inactive or inconclusive.

canonical_smiles	NPC1 promoter act	Rab9 prom act	BRCA1 expr up	ELG1 genotoxic	Tb PFK inh	TRPV1 agonist	p53 reactivator	RORgamma inh	Gal4-VP16 FLuc	ELG1 repair inh	FLuc modulator
O=C(Nc1ccccc1)c1cc(-n2cnnc2)ccc1Cl	-5%	5%	-10%	0%	1%	1	4%	2%	-16%	5%	5%
Cc1cccc(NC(=O)CC(C)(C)C)c1	3%	0%	3%	10%	17%	0	-8%	12%	3%	13%	3%
CCCn1nc(NC(=O)c2cccs2)c2cc3cc(OC)ccc3nc21	5%	6%	2%	19%	9%	-9	u	32%	12%	u	11µM*
CNC(=O)OC(C)CNS(=O)(=O)c1ccc(C)cc1 (configuration not stated)	2%	1%	-2%	0%	1%	0	10%	-36%	-2%	1%	0%
O=C(COc1ccccc1)Nc1ccc(S(=O)(=O)NCc2ccco2)cc1	0%	1%	-3%	-4%	-15%	-4	u	-17%	0%	-25%	-2%
O=C(OCc1nnc(-c2ccc([N+](=O)[O-])cc2)o1)C1CC(=O)N(CCc2ccccc2)C1 (configuration not stated)	3%	-6%	14%	0%	-8%	-1	5%	x	x	16%	-3%
CCC(Sc1nc2c(c(=O)n1CC)SC(C)C2)C(=O)OC (configuration not stated)	1%	-4%	-3%	7%	1%	13	6%	14%	-6%	-1%	0%
COc1cc2c(=O)n(CCCN3CCOCC3)c(=S)[nH]c2c(OC)c1OC	1%	21%	0%	4%	-10%	0	7%	-26%	1%	-29%	0%
Cc1cc(OCc2cc(C(=O)N(C)Cc3ccccn3)no2)cc(C)c1Cl	4µM*	4µM*	11µM*	u	2%	28	3%	20%	u	u	12µM*
CCOc1ccc(S(=O)(=O)N(CC(=O)O)c2ccccc2)cc1	0%	4%	8%	4%	0%	-1	-2%	7%	-1%	2%	7%
O=C1C(=O)N(CCO)C(c2ccccc2)/C1=C(\O)c1ccccc1 (configuration not stated)	-2%	0%	4%	-1%	-8%	-1	6%	-2%	4%	-1%	1%
CCCNC(=O)c1ccc2c(c1)nc(C)n2-c1cccc(C)c1	-3%	3%	-3%	0%	16%	-1	2%	-42%	-16%	14%	-3%&6%
Cc1ccccc1[C@@]1(C)ON(c2ccccc2C(F)(F)F)C1=O	-7%	-1%	0%	-2%	6%	-2	3%	x	x	u	-2%
CC(C)CCNC(=O)c1cnn2c(C(F)(F)F)cc(-c3ccco3)nc12	-2%	2%	-36%	-1%	1%	19	-3%	-10%	-1%	u	4%
Cn1c(=O)c2c(ncn2CC(=O)N2CCCCCC2)n(C)c1=O	4%	-2%	0%	2%	-3%	2	0%	2%	-1%	8%	1%
Cc1cc(C)c(C)c(S(=O)(=O)N2CCCCC2C(=O)O)c1C (configuration not stated)	0%	-5%	0%	0%	3%	-3	3%	2%	4%	2%	u
COc1ccc(-c2c3c(nc4sc5c(=O)[nH]c(C)nc5c24)CCC3)cc1	2%	-8%	-36%	0%	-4%	0	1%	-21%	1%	-28%	3%
CC(C)(C#N)c1cc(Cn2cncn2)cc(C(C)(C)C#N)c1	-7%	2%	x	x	2%	-3	x	-4%[10 µM]	-1%&-3%	x	-6%
CCOc1ccc(/C(O)=C2/C(=O)C(=O)N(c3ncccn3)C2c2ccc(C)cc2)cc1 (configuration not stated)	0%	-1%	12%	1%	-4%	-1	-4%	1%	2%	-12%	-2%
CC(C)CN(C(=O)CSc1nnc(C2CC2)n1-c1ccccc1)C1CCS(=O)(=O)C1 (configuration not stated)	-3%	1%	-12%	-1%	6%	-4	3%	x	x	30%	8%
CCOC(=O)c1ccc(N2CCCCC2)c(NS(=O)(=O)c2ccc(C)cc2)c1	-3%	-6%	-21%	-1%	0%	7	7%	25%	2%	u	-1%
O=S(=O)(CCN(CCS(=O)(=O)C(F)(F)F)CC1CCCO1)C(F)(F)F (configuration not stated)	9%	-5%	0%	-5%	0%	3	17%	-16%	9%	u	-4%
COC(=O)c1cc(-c2ccc(NC(C)=O)cc2)nc2ccccc12	-1%	-3%	38%	-3%	-3%	7	-5%	8%	15%	0%	12µM*
O=C(c1ccc2c(c1)CCN2S(=O)(=O)c1ccccc1)N1CCN(c2ccccc2)CC1	1%	-6%	-23%	0%	1%	-1	7%	17%	2%	-17%	3%
CC(Sc1nnnn1C1CCCCC1)C(=O)O (configuration not stated)	0%	-2%	0%	3%	-7%	u	-1%	28%	3%	5%	u
CC(=O)Oc1ccc(C(=O)Cc2ccccn2)c(O)c1	-1%	-3%	-1%	1%	-1%	3	6%	1%	u	u	17µM*
COC(=O)c1cc(S(=O)(=O)Nc2ccc(C)c(F)c2)c[nH]1	-3%	4%	3%	-1%	2%	-2	x	11%	7%	-9%	2%
O=c1[nH]c(=O)n([C@H]2C[C@H](O)[C@@H](CO)O2)cc1I	1%	15%	-39%	4%	-9%	0	-4%	x	x	9%	-1%
Cn1cc(C(=O)Nc2ccc3c(c2)CCC3)cn1	23%	30%	u	u	-3%	u	15%	1%	-10%	u	21µM*
N#CC1=C(N)N(c2ccccc2)C2=C(C(=O)CCC2)C1c1ccccc1 (configuration not stated)	-2%	-2%	-19%	4%	-2%	-1	5%	-10%	5%	-1%	-1%

Brought forward from above: 2 entries; new compounds follow.
canonical_smiles	NPC1 promoter act	Rab9 prom act	BRCA1 expr up	ELG1 genotoxic	Tb PFK inh	TRPV1 agonist	p53 reactivator	RORgamma inh	Gal4-VP16 FLuc	ELG1 repair inh	FLuc modulator
Cn1cc(C(=O)Nc2ccc3c(c2)CCC3)cn1	23%	30%	u	u	-3%	u	15%	1%	-10%	u	21µM*
N#CC1=C(N)N(c2ccccc2)C2=C(C(=O)CCC2)C1c1ccccc1 (configuration not stated)	-2%	-2%	-19%	4%	-2%	-1	5%	-10%	5%	-1%	-1%
COc1cc(C(=O)NCCC(=O)N2CCC3(CC2)NCCc2[nH]cnc23)cc(OC)c1OC	-3%	6%	-4%	-2%	1%	2	-4%	-18%	-7%	17%	-1%
Cc1cc(C)n(CC2CC(=O)N(c3ccc(C)c(Cl)c3)C2=O)n1 (configuration not stated)	-3%	-1%	-2%	-1%	-6%	2	-9%	23%	-5%	0%	4%
Cc1cccc(N2CCN(C(=O)C3CCN(S(=O)(=O)c4c(C)noc4C)CC3)CC2)c1C	0%	-11%	-1%&7%	-2%	-10%	1	5%	30%	u	13µM*	3%&-4%
Cc1cccc(Cc2cnc(N3C(=N)SC(c4ccccc4)C3=O)s2)c1 (configuration not stated)	-2%	-8%	-29%	-7%	-5%	-2	-3%	u	1.3µM*	2%	-1%
CCCCCOc1ccc(C(=O)NC(CCC)C(=O)O)cc1 (configuration not stated)	-2%	5%	-10%	0%	-2%	-4	3%	-11%[10 µM]	0%	3%	-13%
N/C(=N\OC(=O)c1ccc(Cl)cc1[N+](=O)[O-])c1ccccn1	u	u	72%	21µM*	-6%	2	-31%[inhibitor]	-21%	-26%	u	3.4µM*
Cc1ccc(-c2cc(C(=O)Nc3ccc(S(=O)(=O)Nc4nccs4)cc3)c3ccccc3n2)c(C)c1	0%	1%	-30%	0%	-14%	4	-1%	68%	-17%	-4%	u
Cn1c(NC(=O)c2ccc(Cl)s2)cc(=O)n(C)c1=O	-1%	-2%	-38%	-2%	-3%	2	1%	5%	-5%	14%	-6%
COc1cc(NC(=O)[C@@H]2CCCN2S(=O)(=O)c2cccc3cccnc23)cc(OC)c1OC	1%	-4%	-14%	9%	-9%	2	5%	x	x	9%	0%
O=C(Nc1ccccc1F)c1ccc(COc2ccc(Cl)cc2Cl)o1	-1%	0%	0%	-3%	1%	7	-7%	-11%	1%	10%	u
COC(=O)c1[nH]c(C)c(/C(O)=C2\C(=O)C(=O)N(CCN(C)C)C2c2cccc(OC)c2OC)c1C (configuration not stated)	-3%	-2%	-4%	-2%	-2%	-2	1%	-21%	-4%	-1%	u
COc1ccc(NC(=S)N(Cc2ccc(C(=O)O)cc2)Cc2ccc(OC)c(OC)c2)cc1	-1%	2%	-17%	3%	-2%	0	2%	-4%	8%	7%	-5%
COC(=O)C1=C(C(=O)OC)[C@@H]2N(C)c3ccc(OC)cc3[C@@]23C[C@@H](C(=O)OC)N=C3N1	-2%	-4%	-9%	5%	-3%	0	-2%	34%	4%	7%	1%
